Bioassay records deposited in PubChem BioAssay by several laboratories.
HSP90 refold inh: HSP90 refolding inhibition in rabbit reticulocyte lysate; AID 1789; luciferase refolding luminescence, 3 h; inhibition, % at 5.6 µM; 290,000 compounds, 0.91% hits;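 active means inhibition above the screen-wide mean plus 3 SD, computed separately per campaign, cut at about 16% in these data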;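 further: 0% = DMSO wells and 100% = 60 µM geldanamycin wells; inhibitors lower the luminescence because luciferase stays unfolded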
aSyn 5UTR inh: 5' untranslated region of α-synuclein, MLPCN primary screen | alpha-synuclein 5'UTR reporter, inhibitor activity | inhibition, % (tested at 7.5 µM) | 300,000 compounds, 0.82% hits | AID 1813; in the data active means inhibition above about 60%;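 further: H4 neuroglioblastoma cells stably carrying SNCA 5'UTR luciferase fusion; 0% = DMSO wells and 100% = positive control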
HIF act: HIF pathway transcriptional activation; U2OS HRE-luciferase reporter, luminescence; normalized: DMSO 0%, desferrioxamine 100%; activation, % at 7.5 µM (by protocol); 300,000 compounds, 0.32% hits; AID 1910;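 active means mean activation of at least 10% of the iron chelator positive control signal, with at least half of replicates also reaching 10%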
HSF1 inhib: HSF1 inhibition; activity change, negative = inhibition, % at 7.5 µM (by protocol); 300,000 compounds, 0.77% hits; AID 2098; NIH3T3-HGL HSE-luciferase, MG132-induced, luminescence 8 h; stronger effect = lower value;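 active means more than half of replicate wells show activity change below -50%, luminescence cut by over half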;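 further: luciferase reports HSF-1 transcriptional activity via heat shock element; 0% = median of DMSO wells and -100% = zero luminescence signal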
Platelet DG rel: modulates dense granule release in human platelets. 300,000 compounds, 0.22% hits. AID 1663. inhibition, %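 (compounds screened at 7.5 µM in platelet-rich plasma)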. human platelet-rich plasma, SFLLRN dense granule ATP release, luminescence;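 active means mean replicate score, as percent of positive control, at or above 50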
IEC-6 tox: counter-screen for KLF5 inhibitors: cytotoxicity in IEC-6 cells. IEC-6 cytotoxicity, luminescence viability. inhibition, % at 5 µM. 290,000 compounds, 0.78% hits. AID 1825; in the data active means inhibition above about 22%;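 further: 0% = plate median of test compound wells and 100% = cytotoxic reference compound wells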
KLF5 inhibitor: kruppel-like factor 5 inhibition; DLD-1 KLF5 promoter-luciferase reporter, luminescence; inhibition, % at 5 µM; 290,000 compounds, 0.23% hits; AID 1700;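 active means inhibition above a per-plate limit of that plate's mean compound inhibition plus 3 SD, cut at about 60% in these data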;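 further: 0% = DMSO wells and 100% = LY294002 at 200 µM; higher means less KLF5 promoter-driven luciferase light; inactives centre near -14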
SKKanGAS inh: blocks kanamycin growth of S. pyogenes SKKanGAS strain; BacTiter-Glo, 6 h; inhibition, % at 7.5 µM; 300,000 compounds, 1.3% hits; AID 1662;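 active means mean replicate score, as percent of positive control median, at least 50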;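 further: strain carries kanamycin resistance gene driven by streptokinase promoter and grows in 40 µg/ml kanamycin; loss of luminescence reflects streptokinase promoter inhibition or plain growth inhibition; 0% = median of DMSO wells and 100% = positive control at its reference dose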
AI-2 QS modul: Vibrio harveyi AI-2 quorum sensing modulation. Vibrio harveyi JMH597 AI-2 luminescence/OD600 ratio, 9 h; stronger effect = lower value; strain lacks LuxN and CqsS sensors; 0 = neutral-control median. 300,000 compounds, 0.4% hits. activity change, % at 7.5 µM. AID 2094; in the data active means activity change below about -75%, passing the limit was not always enough;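 further: luminescence divided by OD600 gain over 9 h not by final OD600 alone; inactives centre near 13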
HSF-1 act: increases HSF-1 driven luciferase reporter signal; NIH3T3-HGL HSF-1 luciferase reporter, MG132, 8 h; 100% = twice DMSO control signal; activation, % at 9 µM; 300,000 compounds, 1.7% hits;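 active means mean replicate activation of at least 50% with a set share of replicates each reaching 50%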;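 further: 0% = median of the neutral control wells and 100% = twice that signal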
An asterisk follows results filed as active; nt = no result given. No enrichment for hits. Share with any hit: about 6%.

SMILES	HSP90 refold inh	aSyn 5UTR inh	HIF act	HSF1 inhib	Platelet DG rel	IEC-6 tox	KLF5 inhibitor	SKKanGAS inh	AI-2 QS modul	HSF-1 act
O=C(Nc1ccc(C(F)(F)F)cc1)c1ccc(NC(=O)C2CCCO2)cc1 (centres undefined)	-6	2	-0.7	-5	2	0	-43	2	23	-8
Cc1cc(F)ccc1NCc1ccc([N+](=O)[O-])cc1	-4	-6	1.3	7	6	-3	-2	20	9	23
COc1ccc(C(=O)Nc2cc(C(F)(F)F)ccc2-n2cnc3ccccc32)cc1	-3	22	-0.6	28	0	-3	-31	1	-3	65*
COc1ccc(N2CCN(c3ccc([N+](=O)[O-])cc3Cl)CC2)cc1	-3	-9	-0.1	6	2	-3	-15	0	21	8
CCCOc1ccccc1OCC(=O)Nc1cc(Cl)ccc1-n1cncn1	nt	11	0.2	0	-8	nt	nt	-8	4	-9
O=C1c2ccccc2NC(c2ccccc2O)N1c1ccc(F)cc1 (centres undefined)	0	-98	3.8	4	5	2	-133	1	4	37
CCOC(=O)c1sc(=NC(=O)c2ccc(OC)c(OC)c2)n(C)c1C	1	-69	0.4	-6	4	0	-28	-3	14	-9
COc1ccc(/C=C/C(=O)Nc2ccc3nc4n(c(=O)c3c2)CCCC4)cc1	0	26	-0.6	-13	8	4	-33	16	15	-12
Nc1ccc(Sc2cnn(-c3ccccc3)c(=O)c2Cl)cc1	3	-32	0.1	21	4	0	6	4	1	57*
CC(C)C[C@@H](CO)N1CCN(Cc2ccc(O)cc2)CCC1=O	-3	-4	0.3	-1	8	-4	-7	1	12	8
CC1CCCC(N2CCN(C(=O)c3cccc(F)c3)CC2)C1 (centres undefined)	-1	4	-0.2	-3	-1	-3	-38	-4	0	-4
O=C(COc1ccc2c3c(c(=O)oc2c1)CCCC3)N[C@@H](Cc1ccccc1)C(=O)O	-4	12	-0.1	-3	1	3	-17	3	17	-7
O=c1c2cc3ccccc3n2cnn1Cc1ccccc1F	2	39	1.0	-5	12	3	-32	4	5	5
CC1CCCCC1NC(=O)c1ccc2c(c1)[nH]c(=O)n2C1CCCC1 (centres undefined)	-1	25	0.1	-4	-3	8	16	-10	6	-10
O=C(NC(NC(=S)Nc1ccccc1Cl)C(Cl)(Cl)Cl)c1cccc(Cl)c1 (centres undefined)	1	-6	1.5	-1	2	-1	-2	97*	24	32
CC(C)C1Nc2c(C(=O)O)cccc2C(Nc2ccccc2C(=O)O)C1(C)C (centres undefined)	4	23	0.3	-8	0	-3	-23	2	24	8
Cc1ccc(SCC(=O)OCC(=O)N(CC(C)C)C2CCS(=O)(=O)C2)cc1C (centres undefined)	nt	-4	-0.2	-5	-3	nt	nt	-12	30	3
COc1cc(Cl)c(C)cc1N1C(=O)CN(Cc2ccccc2)C1=S	2	5	0.3	15	2	6	2	26	22	12
CC(=O)c1cccc(NC(=O)Cn2nc(-c3ccccc3Cl)ccc2=O)c1	6	20	-0.5	-2	-2	2	-11	-13	-7	-2
S=c1nc[nH]c2c1[nH]c1ccccc12	-1	-12	-0.4	1	-1	-5	-45	0	17	2
O=[N+]([O-])c1cccc(/C=N\N=C2c3ccccc3-c3ccccc32)c1O	3	-35	1.3	-1	6	-8	5	-1	13	-9
C=CCn1c(SCC(N)=O)nnc1-c1ccccc1O	-3	8	-1.4	-5	-2	-2	-25	7	11	0
NC(=O)c1ccc(NC(=O)CC23CC4CC(CC(Br)(C4)C2)C3)cc1	3	-21	-0.2	36	-1	2	-27	-3	16	76*
COc1nc(N)c(S(=O)(=O)c2ccccc2C)cc1C#N	-1	23	-0.5	-3	11	1	34	0	nt	14
NC(=O)C1CC(O)CN1c1nc(CN2CCOCC2)nc2scc(-c3ccccc3)c12 (centres undefined)	1	13	-0.3	9	2	-1	-3	3	6	31
O=C(CCNC(=O)c1ccc(Br)cc1)NCc1cccnc1	nt	5	-0.3	-1	7	nt	nt	-3	-11	9
O=C(CCC(=O)c1cccs1)NCc1cccc(C(F)(F)F)c1	nt	3	0.1	-4	5	nt	nt	0	-4	9
CCCCn1c(N)c(N(CCOC)C(=O)c2ccc(-c3cccc(C(F)(F)F)c3)o2)c(=O)[nH]c1=O	nt	-16	-31	3	-2	nt	nt	-3	10	21
Cc1nn2cnnc2c(C)c1Cc1ccc(Cl)cc1	-2	-13	-1.9	10	-13	3	-40	0	29	45
Cc1cccc(C(C)C)c1NC(=O)Cc1ccc(S(=O)(=O)N2CCOCC2)s1	nt	9	-0.2	-3	-27	nt	nt	-4	3	-6
CC(C)CCNC(=O)CCc1nnc2ccc(N3CCC(C)CC3)nn12	2	34	-0.5	3	14	-7	-24	-2	20	9
CC1(C)CC(NC(=O)CSc2ccccc2)CC(C)(C)N1	0	-5	0.0	-8	2	-1	4	7	10	6
COc1ccc(N(C(=O)COc2ccccc2)C2C=CS(=O)(=O)C2)c(OC)c1 (centres undefined)	-5	2	-0.5	2	-4	0	-9	-6	10	-15
CC1(C)CN(c2ccccc2)N(Cc2ccc(F)cc2)C1=O	3	4	-0.6	3	-2	6	-26	21	9	7
CCS(=O)(=O)NCCc1cc2ccc(C)cc2[nH]c1=O	-7	-29	1.2	-7	-2	-7	-22	-1	13	-22
COC(=O)Cn1cc(/C=C/[N+](=O)[O-])c2ccccc21	0	-20	0.2	7	-1	-1	-17	1	-1	29

Record cards (already shown):
CCS(=O)(=O)NCCc1cc2ccc(C)cc2[nH]c1=O is entered as HSP90 refold inh: -7; aSyn 5UTR inh: -29; HIF act: 1.2; HSF1 inhib: -7; Platelet DG rel: -2; IEC-6 tox: -7; KLF5 inhibitor: -22; SKKanGAS inh: -1; AI-2 QS modul: 13; HSF-1 act: -22
CC1(C)CN(c2ccccc2)N(Cc2ccc(F)cc2)C1=O is entered as HSP90 refold inh: 3; aSyn 5UTR inh: 4; HIF act: -0.6; HSF1 inhib: 3; Platelet DG rel: -2; IEC-6 tox: 6; KLF5 inhibitor: -26; SKKanGAS inh: 21; AI-2 QS modul: 9; HSF-1 act: 7

Continuation.
SMILES	HSP90 refold inh	aSyn 5UTR inh	HIF act	HSF1 inhib	Platelet DG rel	IEC-6 tox	KLF5 inhibitor	SKKanGAS inh	AI-2 QS modul	HSF-1 act
COc1ccc(NC(=O)CSc2nnc(Cn3cnc4ccccc43)o2)cc1	-3	18	-0.7	-4	12	-6	-2	7	15	-4
COc1ccc(-c2cc(C)no2)cc1S(=O)(=O)NCCCN1CCCCCC1	-1	-1	0.4	-7	-31	1	5	-6	5	0
COC(=O)C1C2C=CC3(CN(C4CCCC4)C(=O)C13)O2 (centres undefined)	2	-5	-2.8	-11	-7	-1	-4	1	0	-8
CCOc1ccccc1NC(=O)C(NCCc1ccc(OC)cc1)c1ccccc1 (centres undefined)	-3	12	-0.2	7	4	-2	-12	4	25	14
COC(=O)c1c(NC(=O)C2CC(=O)NN2Cc2ccccc2)sc(C)c1C (centres undefined)	1	13	-0.1	10	60*	6	-1	11	24	6
O=C(Oc1ccc(-c2nnco2)cc1)c1ccc(Br)o1	-1	-6	-0.1	-1	-1	3	-23	0	8	-4
NS(=O)(=O)c1ccc(NNC(=O)c2ccccc2)cc1	0	-4	-0.3	-8	-8	2	-13	-3	8	-10
COc1ccc(C2C(C(=O)N3CCC(C(N)=O)CC3)CC(=O)N2c2ccc(OC)cc2)cc1 (centres undefined)	0	-6	-0.3	0	-1	-8	0	2	5	-5
O=C(/C=C/c1cccc(F)c1)N(c1ccccn1)C1CCCCC1	2	11	0.0	5	-1	7	-2	-16	13	12
CC(/C=N\NC(=O)c1cccnc1)c1ccccc1 (centres undefined)	0	-25	nt	-2	-7	8	-8	-16	5	-2
CCn1c(CC(=O)Nc2cccc(OC)c2)nnc1SCC(=O)Nc1nccs1	2	18	-0.5	-7	-5	0	-14	-2	8	2
COc1ccc2oc(C(=O)OCc3nnc(-c4ccccc4)o3)c(C)c2c1	nt	-7	-0.4	11	-3	nt	nt	5	59	7
CCOc1ccc(N(C(=O)Nc2ccccc2)C2=NCCC2)cc1	-7	-4	0.1	-14	8	1	-16	-3	-9	-33
O=S(=O)(NC1CCCCCC1)c1cccc2cccnc12	2	-4	0.1	2	21	8	6	3	3	18
COCCNC(=O)C(c1ccc(O)cc1)N(Cc1ccccc1)C(=O)CCC(=O)Nc1nccs1 (centres undefined)	-1	-4	-0.4	-5	8	2	3	2	22	-8
CCCOC(=O)c1ccc(NC(=O)c2cnccn2)cc1	-2	-104	1.5	7	0	4	-59	3	-53	15
O=c1c2ccccc2c(/C=N/n2cnnc2)c(O)n1-c1ccccc1	0	11	-0.6	-3	7	-4	2	4	39	8
CC1=C(C(=O)OCC2CCCO2)C(c2ccncc2)C2=C(CC(C)(C)CC2=O)N1 (centres undefined)	-2	8	-19	-5	-2	3	-4	0	9	7
O=C1CCC([N+](=O)[O-])C(c2cccc(Br)c2)N1 (centres undefined)	-4	-9	-0.3	-11	-3	-4	0	2	15	-4
NC(=O)c1nsc(C(=O)N(Cc2cccnc2)C(C(=O)NC2CCCCC2)c2ccc(F)cc2)c1N (centres undefined)	1	-28	0.3	3	2	2	-15	2	12	32
COc1ccc(OCC(=O)Nc2ccc(N3CCCCC3)cc2)cc1	-5	-8	0.2	5	-4	2	31	-2	9	0
CN(CC(=O)N1CCOCC1)S(=O)(=O)c1ccc2ccccc2c1	0	6	-1.3	6	3	0	-20	7	-1	7
CCOc1ccc(C(CC(=O)O)NC(=O)C2c3ccccc3Oc3ccccc32)cc1 (centres undefined)	5	15	-0.1	4	-4	0	1	8	35	-6
CC(=O)N1CCc2cc(S(=O)(=O)NCCC(=O)N3CCN(c4ccccn4)CC3)ccc21	2	-1	0.1	5	1	3	1	-3	5	-4
CNC(=S)NNC(=O)c1ccc2c(c1)OCO2	3	-29	1.3	3	-3	-4	-5	8	25	11
O=C(NCCOc1ccccc1)c1cncc(Br)c1	0	-92	1.3	15	-4	0	-117	-8	23	19
Cc1cc(C)c(S(=O)(=O)N2CCN(C(=O)c3ccc4c(c3)OCO4)CC2)c(C)c1	0	-20	-0.3	0	4	2	9	0	30	-8
O=c1[nH]c2ccccc2s1	-2	-4	-0.4	-5	3	-4	-24	-2	5	-5
CN(C)c1ncc(CN2CCC(CO)(CCCc3ccccc3)CC2)s1	4	-4	0.9	0	4	2	-15	-15	-1	-20
COc1ccccc1/C=N/NC(=O)CCn1cnc2ccccc21	-2	5	0.6	4	16	2	2	-13	10	32
O=C(O)c1cccnc1C(=O)c1ccccc1	nt	-13	-0.2	-6	3	nt	nt	-3	31	-2
COc1cccc(C(=O)NNC(=S)NC2CCCCC2)c1	-3	-64	1.2	10	-10	6	-66	19	26	28
CCOCC(=O)Nc1ccc(OCc2ccccc2)cc1	-1	-32	0.8	10	7	5	-32	-1	18	18
Cc1ccc2cccc(S(=O)(=O)N3CCN(c4cccc(Cl)c4)CC3)c2n1	12	29	0.3	11	8	6	-2	6	-3	23
CCCCOc1ccc(CSCCNC(=S)Nc2ccccc2)cc1	5	-16	0.6	11	-1	-2	-1	10	11	0
CCc1ccc2c(c1)cc(CN(C(=S)Nc1ccc(Cl)cc1)C1CC1)c1nnnn12	1	17	-0.4	14	9	-7	11	10	42	15
